MsrA inh = inhibits bovine methionine sulfoxide reductase A | actives 0.75% (n = 360,000) | inhibition, % at 15.5 µM | purified bovine MsrA, absorbance read-out; in the data active means inhibition above about 4.5%;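 further: 0% = vehicle wells with enzyme and 100% = reference inhibitor wells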
Tb MetRS inh = blocks T. brucei methionyl-tRNA synthetase activity; AID 624268; actives 0.4% (n = 360,000); purified T. brucei MetRS, ATP depletion, Kinase-Glo luminescence; inhibition, % at 11.9 µM;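 active means inhibition above a per-plate cutoff of the control wells' mean inhibition plus 3 SD, cut at about 5.5% in these data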;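 further: 0% = DMSO wells median and 100% = median of wells with control inhibitor compound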
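Dosing: 11.9 µM single point; system: parasite MetRS enzyme; technique: luminescence of leftover ATP; times: 15 min enzyme-compound preincubation, 2 h reaction, 10 min detection, 25 °C; replicates: each compound tested once; read-out basis: percent inhibition relative to median high and low control wells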
Neddyl block = inhibitors of human cullin neddylation. P61081+Q13564. TR-FRET cullin neddylation, biochemical. calls only at 25 µM. actives 0.58% (n = 360,000); in the data active means inhibition above about 36%
FAS-TE inh = blocks the thioesterase domain of human fatty acid synthase; P49327; inhibition, % at 15 µM; actives 0.67% (n = 360,000); recombinant FAS-TE, OMFH fluorogenic substrate, fluorescence endpoint; AID 602261;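 active means compounds whose normalised, plate-corrected inhibition of enzyme fluorescence in the single-dose primary screen is 50% or more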;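 further: 0% = DMSO with enzyme and 100% = substrate without enzyme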
PABP1 MLLE inh = blocks PAM2 peptide binding to the PABP1 MLLE domain | inhibition, % at 20 µM | P11940 | AID 588489 | actives 0.36% (n = 360,000) | GST-MLLE / FITC-PAM2 fluorescence polarization; in the data active means inhibition above about 35%, passing the limit was not always enough;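 further: plate controls were DMSO wells with GST-MLLE for no effect and wells lacking GST-MLLE protein for full effect; some results filed as inactive read as strong as hits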
CSN deneddyl inh = blocks human CSN-mediated cullin deneddylation. inhibition, % at 12.5 µM. Q92905. Purified CSN, SCF-Nedd8-OG deneddylation, fluorescence polarization. actives 0.38% (n = 360,000);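 active means pattern-corrected inhibition above about 35%, with an unprinted fluorescence ratio check between 0.5 and 1.5, limit read from the data, passing the limit was not always enough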;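 further: 0% = enzyme with substrate and 100% = substrate without enzyme; some results filed as inactive read as strong as hits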
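Assay system: purified human Csn5 enzyme expressed in HEK293T cells; Input: 0.24 nM Csn5 enzyme, final concentration; Reagent: 10 nM SCFSkp2-Nedd8OG; Compound dosing: 12.5 µM single point; Times: reaction 90 min, room temperature; Technique: fluorescence polarization readout.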
bovine MsrA act = bovine methionine sulfoxide reductase A activation; actives 0.3% (n = 360,000); activation, % at 10.6 µM; purified bovine MsrA, absorbance read-out; in the data active means activation above about 7.5%;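 further: 0% = vehicle and 100% = reference activator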
Rin1-Abl PPI inh = blocks binding of human Rin1 to Abl; actives 0.4% (n = 360,000); inhibition, % at 7.35 µM; TR-FRET Rin1/Abl binding, biochemical; P00519+Q13671; in the data active means inhibition above about 5%, passing the limit was not always enough
eLon inh = inhibitors of E. coli Lon protease. purified E. coli Lon protease, fluorescence polarization. actives 0.42% (n = 360,000). P0A9M0. inhibition, % at 7.94 µM. AID 602123; in the data active means inhibition above about 13%, passing the limit was not always enough;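 further: 0% = enzyme with probe and DMSO and 100% = no enzyme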
Target sequence (P0A9M0 whole entry, looked up): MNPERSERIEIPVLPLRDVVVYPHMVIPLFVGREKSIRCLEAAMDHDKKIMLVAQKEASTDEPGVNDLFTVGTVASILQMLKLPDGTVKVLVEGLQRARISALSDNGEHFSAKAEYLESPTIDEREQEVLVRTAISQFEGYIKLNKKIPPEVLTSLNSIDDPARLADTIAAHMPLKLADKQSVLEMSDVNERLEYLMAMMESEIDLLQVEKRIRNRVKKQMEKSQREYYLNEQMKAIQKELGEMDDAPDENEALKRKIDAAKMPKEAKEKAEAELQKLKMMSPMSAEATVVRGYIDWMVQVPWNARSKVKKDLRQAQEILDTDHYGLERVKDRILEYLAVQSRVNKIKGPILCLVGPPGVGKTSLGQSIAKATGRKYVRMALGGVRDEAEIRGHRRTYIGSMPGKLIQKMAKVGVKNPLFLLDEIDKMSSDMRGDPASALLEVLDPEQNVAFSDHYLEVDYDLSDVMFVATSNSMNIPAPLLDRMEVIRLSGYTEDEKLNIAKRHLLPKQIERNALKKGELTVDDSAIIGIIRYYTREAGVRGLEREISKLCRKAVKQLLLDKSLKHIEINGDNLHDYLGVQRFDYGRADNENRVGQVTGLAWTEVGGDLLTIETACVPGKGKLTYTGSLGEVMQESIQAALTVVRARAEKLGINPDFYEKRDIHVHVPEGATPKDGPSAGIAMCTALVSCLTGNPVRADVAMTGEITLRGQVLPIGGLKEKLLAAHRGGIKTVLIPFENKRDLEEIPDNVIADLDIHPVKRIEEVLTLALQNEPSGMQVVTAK
* marks the source's active call; other numbers are inactive results; i = inactive; x = not tested or not shown. Outcome played no part in choosing rows. About 4% of those tested had a hit in this group.

Key to letters: A = MsrA inh; B = Tb MetRS inh; C = Neddyl block; D = FAS-TE inh; E = PABP1 MLLE inh; F = CSN deneddyl inh; G = bovine MsrA act; H = Rin1-Abl PPI inh; I = eLon inh
1: CCOC(=O)c1cccc(NC(=S)NC(=O)c2cccnc2)c1
  A: 0.7 | B: 0.2 | C: i | D: -3 | E: 25 | F: -1 | G: -3 | H: 1 | I: -12

2: O=c1[nH]nc2c3ccccc3cnn12
  A: -0.1 | B: -0.4 | C: i | D: -8 | E: -32 | F: 2 | G: 0 | H: 4 | I: -5

3: CCOC(=O)c1cc2c(C(F)(F)F)cc(-c3ccccc3)nc2o1
  A: -0.5 | B: 0.1 | C: i | D: 15 | E: 0 | F: 0 | G: -1 | H: -3 | I: 6

4: COc1cccc(-n2sc3c(c2=S)-c2cc(OC)ccc2NC3(C)C)c1
  A: 1.2 | B: 0.1 | C: i | D: 13 | E: -9 | F: 0 | G: -2 | H: -1 | I: 2

5: Cc1[nH]c2ccccc2c1/C=C/C(=O)c1ccncc1
  A: -1.2 | B: 0.2 | C: i | D: -11 | E: -75 | F: 9 | G: -2 | H: -2 | I: -68

6: CC(=O)N1CCN(c2ccc(S(C)(=O)=O)cc2[N+](=O)[O-])CC1
  A: -0.4 | B: -0.5 | C: i | D: -1 | E: 6 | F: -3 | G: -3 | H: -5 | I: 5

7: N#Cc1c(N)sc2c1CCN(CCc1ccccc1)C2
  A: 0.9 | B: -0.5 | C: i | D: -160 | E: -40 | F: 27 | G: -7 | H: -4 | I: -85

8: O=C(O)Cn1nncc1-c1ccc(C(F)(F)F)cc1
  A: 0.3 | B: 2.6 | C: i | D: -2 | E: 5 | F: -1 | G: -1 | H: 0 | I: -2

9: CC(C)(C)n1ncc2c(=O)n(CC(=O)NCc3ccccc3)cnc21
  A: 0.0 | B: -1.5 | C: i | D: -1 | E: 4 | F: -3 | G: -2 | H: -1 | I: -1

10: CCN(c1ccccc1)S(=O)(=O)c1cccc(C(=O)N2CCN(S(=O)(=O)c3ccccc3)CC2)c1
  A: 0.9 | B: -0.3 | C: i | D: 17 | E: -2 | F: 3 | G: 5 | H: 2 | I: 1

11: O=C(c1cc(Br)ccc1O)N1CCN(S(=O)(=O)Cc2ccccc2)CC1
  A: 0.8 | B: 0.1 | C: i | D: -3 | E: 1 | F: -5 | G: -1 | H: 2 | I: -8

12: O=C(CSc1ncccn1)N/N=C/c1cccc([N+](=O)[O-])c1
  A: 0.2 | B: 0.8 | C: i | D: 5 | E: 1 | F: -6 | G: -2 | H: -5 | I: -1

13: CC(CCNC(=O)c1ccccc1)(CCNC(=O)c1ccccc1)[N+](=O)[O-]
  A: -1.3 | B: -0.3 | C: i | D: -2 | E: 7 | F: 2 | G: -6 | H: 0 | I: -3

14: Cc1ccccc1C(C(=O)NC1CCCCC1)N(C(=O)c1ccccn1)c1cccnc1 (stereo not drawn)
  A: 0.8 | B: -0.4 | C: i | D: 2 | E: 4 | F: -4 | G: -6 | H: -2 | I: -2

15: COc1cccc(CNC(=O)COc2cc3c(c4oc(=O)cc(C)c24)CCC(C)(C)O3)c1
  A: 2.0 | B: 0.2 | C: x | D: 19 | E: -1 | F: 0 | G: -2 | H: -3 | I: -6

16: Cc1cc(S(=O)(=O)N2CCN=C2c2ccccc2)ccc1F
  A: -0.1 | B: -1.0 | C: i | D: -4 | E: -7 | F: -1 | G: -9 | H: 2 | I: -3

17: N#CCCN1CCN(S(=O)(=O)c2ccc(C#N)cc2)CC1
  A: -0.8 | B: -1.6 | C: i | D: -12 | E: 11 | F: -2 | G: -13 | H: -2 | I: 1

18: CS(=O)(=O)c1ccccc1C(=O)Nc1ccccc1Cc1ccccc1
  A: -0.9 | B: -0.5 | C: i | D: -1 | E: -4 | F: 0 | G: -6 | H: 2 | I: 0

19: CCCCN(C(=O)C1CC(=O)N(c2ccc(C)cc2)C1)c1c(N)n(CCC)c(=O)[nH]c1=O (stereo not drawn)
  A: 0.8 | B: -0.3 | C: i | D: -5 | E: -29 | F: -7 | G: -3 | H: -1 | I: 2

20: CCC(=O)c1ccc(OCC(=O)N2CCN(C(=O)c3ccccc3)CC2)cc1
  A: -1.2 | B: -0.2 | C: i | D: -6 | E: -5 | F: 2 | G: -2 | H: -1 | I: -14

21: COc1ccc(-c2c(C)nn3c(N4CCC5(CC4)OCCO5)cc(C)nc23)cc1OC
  A: 1.7 | B: -0.3 | C: i | D: -4 | E: -7 | F: 6 | G: 1 | H: 4 | I: -6

22: CC(O)CNc1nc2ccccc2n1-c1ncnc2sc3c(c12)CCC3 (stereo not drawn)
  A: -0.6 | B: 9.3* | C: i | D: -49 | E: -70 | F: 1 | G: -1 | H: 5 | I: 9

23: COc1ccc(OC)c(S(=O)(=O)N2CCCc3ccccc32)c1
  A: 0.5 | B: -0.1 | C: i | D: 10 | E: 7 | F: 1 | G: 0 | H: -2 | I: 2

24: COc1ccc(CN=CC2=C(O)CNC2=O)cc1
  A: 0.6 | B: -1.3 | C: i | D: -2 | E: 5 | F: -10 | G: -2 | H: 34* | I: 15

25: CN(C1CCCC1)C1CCN(C(=S)Nc2cc(F)cc(F)c2)CC1
  A: 0.5 | B: -0.7 | C: i | D: -8 | E: 2 | F: -4 | G: -11 | H: -1 | I: 8

26: NC(=O)c1sc2nnc(-c3ccccc3)c(-c3ccccc3)c2c1N
  A: 0.5 | B: -0.9 | C: i | D: 3 | E: -72 | F: 9 | G: -4 | H: -6 | I: -22

27: CN1CCN(NC(=O)c2cn(-c3ccccc3)nc2-c2ccc(OC(F)F)cc2)CC1
  A: -1.0 | B: -0.8 | C: i | D: -3 | E: 1 | F: -3 | G: -4 | H: 1 | I: -1

28: Cc1ccc(S(=O)(=O)N2CCOCC2)cc1C(=O)Nc1ccccc1N1CCCC1
  A: -0.7 | B: 0.2 | C: i | D: 1 | E: 16 | F: -1 | G: -3 | H: 0 | I: -6

Structures shown so far that have an aryl methoxy group (five):
Key to letters: A = MsrA inh; B = Tb MetRS inh; C = Neddyl block; D = FAS-TE inh; E = PABP1 MLLE inh; F = CSN deneddyl inh; G = bovine MsrA act; H = Rin1-Abl PPI inh; I = eLon inh
4: COc1cccc(-n2sc3c(c2=S)-c2cc(OC)ccc2NC3(C)C)c1
  A: 1.2 | B: 0.1 | C: i | D: 13 | E: -9 | F: 0 | G: -2 | H: -1 | I: 2

15: COc1cccc(CNC(=O)COc2cc3c(c4oc(=O)cc(C)c24)CCC(C)(C)O3)c1
  A: 2.0 | B: 0.2 | C: x | D: 19 | E: -1 | F: 0 | G: -2 | H: -3 | I: -6

21: COc1ccc(-c2c(C)nn3c(N4CCC5(CC4)OCCO5)cc(C)nc23)cc1OC
  A: 1.7 | B: -0.3 | C: i | D: -4 | E: -7 | F: 6 | G: 1 | H: 4 | I: -6

23: COc1ccc(OC)c(S(=O)(=O)N2CCCc3ccccc32)c1
  A: 0.5 | B: -0.1 | C: i | D: 10 | E: 7 | F: 1 | G: 0 | H: -2 | I: 2

24: COc1ccc(CN=CC2=C(O)CNC2=O)cc1
  A: 0.6 | B: -1.3 | C: i | D: -2 | E: 5 | F: -10 | G: -2 | H: 34* | I: 15

Assay outcomes: PubChem, several laboratories
